# Screens: PubChem BioAssay, NMMLSC
# Bcl-XL Bim block: inhibitors of Bim-Bcl-XL binding, primary screen, biochemical, multiplexed, bead flow cytometry, human Bcl-XL; Bcl-2-like protein 1 (Homo sapiens), Q07817; Bim peptide-Bcl-XL binding, fluorescence; inhibition, % at 10 µM; 190,000 tested, 0.04% active
# Target sequence (Q07817 whole entry, looked up): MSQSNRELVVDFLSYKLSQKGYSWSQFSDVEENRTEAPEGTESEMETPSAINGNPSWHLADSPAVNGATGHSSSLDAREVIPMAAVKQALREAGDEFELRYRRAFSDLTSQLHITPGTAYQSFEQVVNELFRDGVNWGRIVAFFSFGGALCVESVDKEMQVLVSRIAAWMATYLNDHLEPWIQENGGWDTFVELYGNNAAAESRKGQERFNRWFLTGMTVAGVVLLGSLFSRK
# RGS7-Gao: RGS7-Galphao binding modulators, primary screen, biochemical, multiplexed bead flow cytometry; actives lie on both sides; binding response (% of control), % at 10 µM; Guanine nucleotide-binding protein G(o) subunit alpha (Homo sapiens), P09471; 220,000 tested, 0.35% active; AID 1439, 2008; in the data active = binding response below about 49% or above about 150%; inconclusive = no clear call, values can overlap the other calls; inactive = in between;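 also: fluorescent Galphao held in activated GDP-AlF4 state binding bead-coupled RGS7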
# Bcl-2 Bim block: inhibitors of Bim-Bcl-2 binding, primary screen, biochemical, multiplexed, human Bcl-2 family; 190,000 tested, 0.06% active; Apoptosis regulator Bcl-2 (Homo sapiens), P10415; inhibition, % at 10 µM; Bead-based flow cytometry, Bim peptide-Bcl-2 binding; in the data active = inhibition above about 40%; inconclusive = no clear call, values can overlap the other calls;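 also: 0% = no compound wells with probe peptide and 100% = reference peptide inhibitor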
# Target sequence (P10415 whole entry, looked up): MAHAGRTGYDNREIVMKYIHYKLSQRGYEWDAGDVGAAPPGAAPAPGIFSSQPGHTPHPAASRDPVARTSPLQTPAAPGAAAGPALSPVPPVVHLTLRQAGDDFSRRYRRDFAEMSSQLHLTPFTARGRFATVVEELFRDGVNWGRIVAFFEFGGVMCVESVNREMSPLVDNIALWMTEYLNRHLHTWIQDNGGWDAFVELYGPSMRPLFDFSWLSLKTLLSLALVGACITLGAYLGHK
# RGS8-Gao reg: RGS8-Galphao binding modulators, primary screen, biochemical, multiplexed bead flow cytometry; Guanine nucleotide-binding protein G(o) subunit alpha (Homo sapiens), P09471; actives lie on both sides; response (percent of control binding), % at 10 µM; 220,000 tested, 0.34% active; in the data active = response below about 60% or above about 140%; inactive = in between;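 also: Galphao activated as the GDP aluminium fluoride complex binding bead-coupled RGS8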
# RGS4-Gao reg: modulators of RGS4 binding to Galphao, primary screen, biochemical, multiplexed bead flow cytometry. Guanine nucleotide-binding protein G(o) subunit alpha (Homo sapiens), P09471. 220,000 tested, 0.33% active. actives lie on both sides. binding response (% of control), % at 10 µM; in the data active = binding response below about 49% or above about 150%; inactive = in between;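 also: fluorescent Galphao activated with aluminum fluoride binding bead-coupled RGS4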
# Bcl-W Bim block: inhibitors of Bim binding to Bcl-W, primary screen, biochemical, multiplexed, bead-based flow cytometry; Bim peptide-Bcl-W binding; AID 952, 2007; Bcl-2-like protein 2 (Homo sapiens), Q92843; 190,000 tested, 0.02% active; inhibition, % at 10 µM;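 also: 0% = bound tracer without compound and 100% = peptide blocker; higher means less fluorescent Bim peptide bound to Bcl-W beads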
# Target sequence (Q92843 whole entry, looked up): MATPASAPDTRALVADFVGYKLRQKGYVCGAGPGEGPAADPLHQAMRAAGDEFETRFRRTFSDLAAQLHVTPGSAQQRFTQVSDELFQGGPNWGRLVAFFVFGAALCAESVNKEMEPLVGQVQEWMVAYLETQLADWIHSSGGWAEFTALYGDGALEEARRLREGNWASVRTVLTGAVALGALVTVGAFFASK
# ABCG2 block: ABCG2 efflux pump inhibitors, primary screen, multiplex with ABCB1, IgMXP3 cells, flow cytometry; 190,000 tested, 0.1% active; Broad substrate specificity ATP-binding cassette transporter ABCG2 (Homo sapiens), Q9UNQ0; inhibition, % at 6.6 µM; JC-1 efflux;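 active = inhibition above 80%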;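 also: 0% = DMSO and 100% = nicardipine control wells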
#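 Measure – % inhibition of efflux relative to nicardipine and DMSO · Test system – ABCG2 IgMXP3 and barcoded ABCB1 CCRF-Adr cell mix · Control set – nicardipine as high control, DMSO as low control · Compound – one concentration, 6.6 µM final · Signal – flow cytometry of retained JC-1 fluorescence · Timing – 10 min exposure at 25 °C with rotation, no wash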
# Bcl-B Bim block: inhibitors of Bim-Bcl-B binding, primary screen, biochemical, multiplexed, human Bcl-2 family | Bcl-2-like protein 10 (Homo sapiens), Q9HD36 | bead-based flow cytometry, Bim peptide-Bcl-B binding | inhibition, % at 10 µM | 190,000 tested, 0.073% active;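 also: 0% = tracer peptide without compound and 100% = reference inhibitor peptide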
# Target sequence (Q9HD36 whole entry, looked up): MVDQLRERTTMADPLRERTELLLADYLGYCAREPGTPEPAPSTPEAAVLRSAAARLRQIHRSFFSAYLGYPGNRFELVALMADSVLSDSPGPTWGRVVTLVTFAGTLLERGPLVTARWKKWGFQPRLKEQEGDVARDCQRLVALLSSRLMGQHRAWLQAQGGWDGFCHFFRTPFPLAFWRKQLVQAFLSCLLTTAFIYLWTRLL
# Bfl-1 Bim block: inhibitors of Bim binding to Bfl-1, primary screen, biochemical, multiplexed, bead-based flow cytometry; Bcl-2-related protein A1 (Homo sapiens), Q16548; Bim-Bfl-1 binding inhibition; inhibition, % at 10 µM; 190,000 tested, 0.12% active;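 also: 0% = wells without compound plus tracer and 100% = blocker peptide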
# GSH bead fluor: compound fluorescence on glutathione beads, profiling panel, artefact control, biophysical, 488/530 nm, flow cytometry. GSH beads flow cytometry, compound fluorescence 488/530 nm; stronger effect = higher value. fluorescence (KMESF) at 10 µM. 190,000 tested, 0.25% active; in the data active = fluorescence above about 89;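 also: glutathione beads carrying GST-tagged Bcl family fusion proteins plus one bare bead set; values are compound well signal with DMSO vehicle wells as background; inactives centre near 16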
# ABCB1 inh: ABCB1 efflux pump inhibitors, primary screen, cell-based, multiplex, flow cytometry, ABCG2 counter-screen | ATP-dependent translocase ABCB1 (Homo sapiens), P08183 | CCRF-Adr cells, JC-1 efflux | inhibition, % at 6.6 µM | 190,000 tested, 0.067% active; in the data active = inhibition above about 40%;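 also: 0% = vehicle and 100% = reference inhibitor; higher value means more JC-1 retained so stronger ABCB1 efflux block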
# * = called active by the depositor; u = inconclusive. Rule as the data show it, unless noted: active = inhibition above about 40%.
SMILES,Bcl-XL Bim block,RGS7-Gao,Bcl-2 Bim block,RGS8-Gao reg,RGS4-Gao reg,Bcl-W Bim block,ABCG2 block,Bcl-B Bim block,Bfl-1 Bim block,GSH bead fluor,ABCB1 inh
CCN(CC(=O)Nc1ccc2c(c1)OCCO2)Cc1cc(=O)n2ccsc2n1,0,94,0,99,99,0,12,-1,-3,10,0.9
O=C(CSc1nc(-c2ccccc2)c(-c2ccccc2)o1)N1CCOCC1,-1,99,-1,100,98,-1,1,-2,-1,22,0.3
O=C(CCCC(=O)OCC(=O)c1cccs1)Nc1ccc(Oc2ccccc2)cc1,0,95,0,101,99,0,0,2,-3,6,-0.2
CC(=O)Nc1cc(Cl)ccc1OS(=O)(=O)c1ccc(C)cc1,-1,98,0,90,96,-1,-1,-5,-1,7,0.0
Nc1ccccc1OCCOCCOCCOc1ccccc1N,-5,102,-4,101,100,-4,0,-2,-2,17,0.1
C=CCNC(=O)c1c(Cl)cnn1-c1ccc(C)cc1,-3,102,-3,99,97,-5,3,-1,-3,10,0.5
CC(Sc1nc(=O)cc(N)n1CCc1ccccc1)C(=O)NCc1ccccc1 (configuration not stated),0,105,-1,101,100,0,1,-3,-5,13,0.7
Cc1c(/C=N/NC(=O)CNc2ccccc2)c2ccccn2c1C(=O)c1ccncc1,18,88,19,101,93,15,3,15,16,7,0.9
CCn1cc([N+](=O)[O-])c(C(=O)Nc2c(C)nn(Cc3cccc(F)c3)c2C)n1,-3,102,1,102,100,0,2,0,0,7,0.7
CCOC(=O)N1CCC(Nc2c(NCCCN(CC)CC)c(=O)c2=O)CC1,-5,98,-7,102,100,2,0,-3,-12,18,0.2
COc1cccc2cc(C(=O)N3CCN(c4ncccn4)CC3)c(=O)oc12,-6,102,-9,103,102,-4,-3,-9,-14,22,-0.1
CCOC(=O)c1nnn(-c2nonc2N)c1CS(=O)(=O)c1ccccc1,-2,101,-2,102,103,-1,0,-2,3,14,0.2
Cc1noc(C)c1S(=O)(=O)N(CC(=O)Nc1ccc2c(c1)OCCO2)c1ccc(C(C)C)cc1,-2,95,-12,99,98,3,3,-9,-14,23,0.8
CCCCS(=O)(=O)NC1=NCN(CCO)CN1,0,98,-3,91,98,-1,0,-1,-1,12,0.1
N/C(=N\OC(=O)COc1ccc([N+](=O)[O-])cc1)c1ccncc1,2,100,0,106,102,4,2,-1,-2,30,0.2
O=C(Cc1ccc(Cl)cc1)N/N=C/c1ccccc1,-3,101,-2,101,102,-1,2,-4,-8,14,0.2
O=C1CC(c2ccccc2)Cc2nc(NCc3ccco3)ncc21 (configuration not stated),-4,99,-8,101,103,-2,8,-11,-12,37,1.1
N#Cc1ccc(-c2ccc(OCC(=O)NCCCN3CCCC3=O)cc2)cc1,-1,u,0,100,99,3,12,-5,-5,27,0.8
Cc1ccc(S(=O)(=O)N(C)CCCC(=O)Nc2cc(C)ccc2C)cc1,-1,96,-1,86,95,-1,5,1,1,17,1.4
O=C(NCc1cccnc1)c1ccc(CS(=O)(=O)c2ccc(Br)cc2)o1,0,95,-8,101,99,2,-1,-8,-10,26,-0.2
Fc1ccc(CNC(=S)Nc2ccc(Cl)cc2)cc1,-1,107,-4,103,105,0,28,-6,-7,15,0.8
CCCCN(C)CC(O)Cn1cc(/C=C/C(=O)c2cccs2)c2ccccc21 (configuration not stated),-3,96,0,99,100,-1,4,-8,0,6,12
Cc1ccc(-n2nc3c(=S)[nH]nc(C)c3c2C)cc1,6,98,-10,98,102,0,0,-15,-5,41,-0.3
CN(C)S(=O)(=O)N(Cc1ccc(Br)cc1)c1ccccc1,-4,109,-8,104,104,0,4,-7,-5,21,0.9
O=C1CCCCCN1Sc1ccccc1,-5,109,-4,96,101,-4,-4,-8,0,36,-0.8
# Carrying on:
SMILES,Bcl-XL Bim block,RGS7-Gao,Bcl-2 Bim block,RGS8-Gao reg,RGS4-Gao reg,Bcl-W Bim block,ABCG2 block,Bcl-B Bim block,Bfl-1 Bim block,GSH bead fluor,ABCB1 inh
CC(c1ccco1)N(C(=O)COc1ccc(Cl)cc1Cl)c1ccccn1 (configuration not stated),7,94,-7,100,93,-3,2,-7,-7,34,0.4
CCC(OC(=O)CN1C(=O)C(=O)c2ccccc21)C(=O)Nc1ccc(S(N)(=O)=O)cc1 (configuration not stated),0,91,3,80,93,0,10,5,4,14,-1.4
COc1cc(NC(=O)CN(c2ccc(C)cc2)S(=O)(=O)c2c(C)n[nH]c2C)cc(OC)c1,-3,105,-7,101,105,2,4,-3,-5,12,0.3
Cc1ccc(O)c(-c2cc(-c3ccccc3F)[nH]n2)c1,-3,100,-11,101,100,1,4,-4,-11,12,0.5
O=C(CN(c1ccccc1)S(=O)(=O)c1ccccc1[N+](=O)[O-])Nc1ccccc1C(=O)N1CCOCC1,-4,108,0,106,110,1,14,0,4,18,3.9
CC1Cc2nc(SCC(=O)Nc3ccccc3F)n(C)c(=O)c2S1 (configuration not stated),0,98,-5,104,101,2,38,-10,-10,29,1.5
CN1/C(=C/C(=O)C2CC2)C(C)(C)c2ccccc21,-4,68,-6,99,61,-5,2,-5,-8,15,0.3
CCOC(=O)c1c(NC(=O)c2nn(CC)cc2Br)c(C#N)nn1-c1ccccc1,-5,100,-8,100,100,-2,4,-10,-15,23,0.5
CC(C)N1C/C(=C/c2cccnc2)C(=O)/C(=C/c2cccnc2)C1,-8,96,-2,91,95,-3,3,-7,0,10,0.3
COCCOC(=O)C1=C(C)N=C2SCCC(=O)N2C1c1ccc(OC(=O)c2ccco2)cc1 (configuration not stated),-6,99,-12,102,100,-5,2,-8,-23,22,1.3
COc1ccc(-c2cnc(N)nc2-c2ccc(OC)cc2O)cc1,-3,97,-5,99,100,6,4,-8,-8,9,0.2
CC(=O)n1cc([C@H]2C=C(C(=O)O)O[C@@H](OCCCCO)C2)c2ccccc21,1,101,-1,102,101,0,0,-2,-2,17,0.0
Cc1c(Br)c([N+](=O)[O-])nn1CC(=O)Nc1ccccn1,-3,98,0,101,100,-1,41,-2,-4,10,6.9
O=P1(Nn2cnnc2)C=C(c2ccccc2)OC(c2ccccc2)=C1,-4,96,-5,90,101,0,1,-4,1,11,0.1
Cc1ccc(S(=O)(=O)C2(C(=O)NC3CCCCC3C)CC2)cc1 (configuration not stated),-3,109,-4,105,105,-1,4,-2,0,68,0.6
CC(=O)Nc1ccc(N2S(=O)(=O)c3ccccc3S2(=O)=O)cc1,-8,99,-12,98,97,-1,3,-6,-18,22,0.2
O=C(NCC1CCCO1)c1ccccc1-c1nc(-c2ccccc2)no1 (configuration not stated),-1,99,-2,102,101,0,1,1,0,21,0.1
COC(=O)c1c(-c2ccccc2)csc1N1C(=O)Nc2ccccc2N1O,0,104,-1,103,100,0,-1,0,-2,11,0.0
CC12CCC(c3c(C(=O)O)nn(-c4ccc(F)cc4)c31)C2(C)C (configuration not stated),-2,100,-4,106,98,-1,3,-4,-5,76,1.0
COc1ccc(N/C=C2/Sc3ccccc3NC2=O)cc1,-4,100,-5,96,101,-3,4,-12,-3,13,0.7
Cc1ccc(S(=O)(=O)N2CCOCC2)cc1C(=O)c1nccn1C,-3,u,-2,101,101,0,4,-5,-3,16,1.9
Cc1ccc(NCc2nnc(SCC(=O)N3CCCc4ccccc43)o2)c(C)c1,-5,102,0,99,104,-5,20,-3,7,32,1.8
COC(=O)c1nn(-c2ccc3c(c2)OCO3)cc1O,-3,101,-6,101,102,-4,4,0,-5,15,0.8
O=C(CCCCCNc1nc(=S)[nH]c2ccccc12)NCCC1=CCCCC1,-1,109,-1,98,101,0,19,-18,-3,11,-0.3
CCn1ccnc1CNCc1ccc(OCC(O)CN(C)Cc2ccccc2)cc1 (configuration not stated),-2,92,-3,97,94,-5,2,-1,-7,10,1.7
Cc1occc1-c1nnc(SCC(=O)Nc2ccccc2)n1Cc1ccccc1,0,101,-2,94,99,0,7,-1,0,43,2.1

# Whole records as entered above:
# Cc1occc1-c1nnc(SCC(=O)Nc2ccccc2)n1Cc1ccccc1 across the screens: Bcl-XL Bim block: 0; RGS7-Gao: 101; Bcl-2 Bim block: -2; RGS8-Gao reg: 94; RGS4-Gao reg: 99; Bcl-W Bim block: 0; ABCG2 block: 7; Bcl-B Bim block: -1; Bfl-1 Bim block: 0; GSH bead fluor: 43; ABCB1 inh: 2.1
# Cc1ccc(O)c(-c2cc(-c3ccccc3F)[nH]n2)c1 across the screens: Bcl-XL Bim block: -3; RGS7-Gao: 100; Bcl-2 Bim block: -11; RGS8-Gao reg: 101; RGS4-Gao reg: 100; Bcl-W Bim block: 1; ABCG2 block: 4; Bcl-B Bim block: -4; Bfl-1 Bim block: -11; GSH bead fluor: 12; ABCB1 inh: 0.5

# Single values from above.
# Bcl-B Bim block with Cc1occc1-c1nnc(SCC(=O)Nc2ccccc2)n1Cc1ccccc1 : -1
# ABCB1 inh with CC12CCC(c3c(C(=O)O)nn(-c4ccc(F)cc4)c31)C2(C)C (configuration not stated) : 1.0
# RGS7-Gao with Cc1c(Br)c([N+](=O)[O-])nn1CC(=O)Nc1ccccn1 : 98
# Bcl-B Bim block with COCCOC(=O)C1=C(C)N=C2SCCC(=O)N2C1c1ccc(OC(=O)c2ccco2)cc1 (configuration not stated) : -8
# ABCG2 block with CCC(OC(=O)CN1C(=O)C(=O)c2ccccc21)C(=O)Nc1ccc(S(N)(=O)=O)cc1 (configuration not stated) : 10
